Screens (PubChem BioAssay)
PLAP inhibition: PLAP enzyme inhibitors, biochemical, luminescence, HTS (AID 690); purified PLAP, luminescent substrate; higher % means a stronger effect; one-dose inhibition, % at 20 µM; IC50 in µM for titrated hits; hit rate 0.08% among 96,000; in the data active means a potency from the dose series; inactive means the rest, 99 in 100 with inhibition below about 30%; further: strong numbers were not always called active
IL1B NFkB inh: blocks IL-1B driven NFkB nuclear translocation in HUVEC cells | HUVEC IL-1B NFkB p65 nuclear translocation imaging | inhibition, % at 2 µM | hit rate 0.43% among 94,000 | AID 796;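 active means inhibition above about 30% together with a positive call from visual inspection of the well image, limit read from the data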;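 further: nuclear over cytoplasmic p65 intensity ratio measured by imaging; 0% = IL-1B stimulated DMSO wells and 100% = unstimulated DMSO wells; values of inactives mirror those of a sister screen read the other way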
Bcl-B displacement: displacers of TR3 peptide from Bcl-B, primary screen, selectivity assay for Bfl-1 inhibitor project, biochemical, fluorescence polarization; FP displacement of FITC-TR3 peptide from Bcl-B; higher % means a stronger effect; one-dose displacement, % at 20 µM; IC50 in µM for titrated hits; hit rate 0.11% among 96,000; AID 748;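 active means displacement above 50% at 20 µM plus a fluorescence interference ratio under 1.5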;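 further: plate controls were wells without compound for no effect and wells lacking Bcl-B protein for full effect; a part of the inactive calls stands beside numbers as strong as those of hits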
MRP reversal: reverses drug resistance mediated by MRP | H69AR cells + 2 uM doxorubicin, CellTiter-Glo, 72 h | hit rate 0.04% among 85,000 | differential viability (reversal), % at 10 µM;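 active means viability drop by adding the cancer drug above about 55%, with treated viability meeting a 40% cutoff, limit read from the data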;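 further: viability without doxorubicin minus viability with 2 µM doxorubicin for each compound; larger differential means the compound sensitizes cells more to doxorubicin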
NFkB transloc pot: enhances IL-1B driven NFkB nuclear translocation; HUVEC IL-1B NFkB p65 nuclear translocation imaging; activation, % at 2 µM; hit rate 0.3% among 94,000; AID 819;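 active means activation above 40%, about the mean plus 3 SD, also judged a hit on visual image review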;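 further: percent activation is computed from the nuclear over cytoplasmic p65 intensity ratio; values of inactives mirror those of a sister screen read the other way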
MRP reversal cytotoxicity: second read-out of MRP reversal, no call of its own (marks repeat the call); viability, %; H69AR cells, CellTiter-Glo, 72 h; measured here: cytotoxicity without doxorubicin
MRP reversal with doxorubicin: also measured in MRP reversal; calls as there; viability, %; measured here: viability with 2 uM doxorubicin; active compounds read low
IL1B NFkB inh cell count 2 µM: recorded beside IL1B NFkB inh, whose call it bears; cell count; measured here: cells passing quality filter;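 raw number of nuclei counted in each imaged well without normalization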
NFkB transloc pot cell count 2 µM: second read-out of NFkB transloc pot, no call of its own (marks repeat the call); cell count; measured here: cells passing quality filter
An asterisk follows results filed as active; nt = not tested or not shown. The list is partial (hit frequency here may not be typical).

SMILES	PLAP inhibition	IL1B NFkB inh	IL1B NFkB inh cell count 2 µM	Bcl-B displacement	MRP reversal	MRP reversal cytotoxicity	MRP reversal with doxorubicin	NFkB transloc pot	NFkB transloc pot cell count 2 µM
CC(=O)N1CCC(N(CCCOC(C)C)C(=O)Nc2ccc(Cl)cc2)CC1	nt	4	147	nt	16	96	80	-4	147
O=C(COC(=O)c1ccc2c(c1)OCCO2)NCc1ccccc1	15%	4	126	2%	5	92	87	-4	126
CC(=O)Nc1ccc(-c2cc(NC(C)=O)n(-c3ccccc3)n2)cc1	-24%	8	85	8%	2	86	84	-8	85
COc1ccc(C2N=C(N)N=C(N)N2c2ccccc2OC)cc1OC (configuration not stated)	4%	-3	191	-16%	7	103	96	3	191
COc1ccc(/C=N/NS(=O)(=O)c2ccccc2)cc1OS(=O)(=O)c1ccccc1	-21%	15	141	-14%	nt	nt	nt	-15	141
C=CCn1c(SCC(=O)N2CCOCC2)nc(O)c(Cc2ccccc2)c1=O	-19%	-19	80	0%	9	109	100	19	80
Cc1noc(C)c1C(=O)NCCC1=CCCCC1	-24%	-3	124	-9%	nt	nt	nt	3	124
CCCc1cc(-c2[nH]ncc2-c2ccc(C(=O)OCC)o2)c(O)cc1O	-114%	-2	201	8%	-29	82	111	2	201
CCOC(=O)c1[nH]c(C)c(C(=O)Nc2ccc(C)c(Cl)c2)c1C	nt	4	152	nt	-29	32	61	-4	152
CC1CN(c2c3c(nc4ncnn24)CCCC3)CC(C)O1 (configuration not stated)	3%	9	163	-3%	-1	78	79	-9	163
Clc1ccc(-c2nc3cnccn3c2NC2CCCC2)cc1	-12%	26	142	5%	nt	nt	nt	-26	142
CC(=O)c1ccc(O)c(CO)c1	27%	0	80	-4%	-12	105	117	-1	80
Cc1cc(C)cc(OCC(=O)NNC(=O)c2ccoc2C)c1	-90%	-14	137	-1%	nt	nt	nt	14	137
O=C1CCC(C(=O)OCc2c(Cl)cccc2Cl)N1 (configuration not stated)	11%	5	227	-11%	10	104	94	-5	227
CC1CCCCC1N1CCN(C(=O)c2cccc(F)c2)CC1 (configuration not stated)	-24%	26	65	0%	-8	87	96	-26	65
COc1ccc(-c2cc(C(=O)NCCN3CCOCC3)c3ccccc3n2)c(OC)c1	-20%	-11	77	-6%	7	87	81	11	77
CCCC(=O)N(CCN(C(=O)CCC)c1ccccc1)c1ccccc1	nt	0	114	nt	-7	56	63	0	114
Cc1ccc(-n2c(C)cc(/C=N/NC(=O)CC3(C)OCCO3)c2C)cc1	nt	-13	123	nt	8	92	83	13	123
CC1C(c2ccccc2)C(C#N)(C#N)C2(C#N)C(=O)NC1(N)C2C (configuration not stated)	-15%	-8	148	-6%	25	107	82	8	148
Cn1c(NC(=O)c2ccco2)c(-c2ccccc2Cl)c(=O)c2ccccc21	30%	-7	130	1%	1	99	99	7	130
COC(=O)COC(=O)CC(CC(N)=O)c1ccccc1 (configuration not stated)	4%	-4	110	-3%	-7	92	99	4	110
O=C(C/C=N/OCc1ccccc1F)c1cnc(-c2ccc(Cl)cc2)s1	-14%	-1	160	-9%	nt	nt	nt	1	160
O=C(Cn1cnc2c(nnn2-c2ccccc2)c1=O)N1CCCc2ccccc21	4%	nt	nt	0%	18	96	78	nt	nt
COCCCNC(=O)C1CCN(c2ncccn2)CC1	4%	-1	83	-1%	-3	101	103	1	83
Clc1ccc2nc3ccccn3c2c1	2%	-13	141	7%	-9	88	97	13	141

Three entries out of the list, sorted by SMILES length, high to low.
SMILES	PLAP inhibition	IL1B NFkB inh	IL1B NFkB inh cell count 2 µM	Bcl-B displacement	MRP reversal	MRP reversal cytotoxicity	MRP reversal with doxorubicin	NFkB transloc pot	NFkB transloc pot cell count 2 µM
Cc1cc(C)cc(OCC(=O)NNC(=O)c2ccoc2C)c1	-90%	-14	137	-1%	nt	nt	nt	14	137
CC1CN(c2c3c(nc4ncnn24)CCCC3)CC(C)O1 (configuration not stated)	3%	9	163	-3%	-1	78	79	-9	163
Clc1ccc2nc3ccccn3c2c1	2%	-13	141	7%	-9	88	97	13	141

(further entries)
SMILES	PLAP inhibition	IL1B NFkB inh	IL1B NFkB inh cell count 2 µM	Bcl-B displacement	MRP reversal	MRP reversal cytotoxicity	MRP reversal with doxorubicin	NFkB transloc pot	NFkB transloc pot cell count 2 µM
COc1ccc(NC(=O)C2CCN(C(=O)c3cccs3)CC2)c(OC)c1	-8%	-8	151	12%	9	98	90	8	151
COC(=O)c1cccc(COC(=O)c2ccccc2NC(=O)c2ccco2)c1	26%	-26	179	-5%	-2	80	82	26	179
CCOc1ccccc1NC(=O)c1cc(CC(C)C)oc1C	10%	-11	170	-1%	-12	73	85	11	170
Cc1cccc(SCc2noc(C(=O)NC(C)C)c2C(=O)O)c1	0%	-30	171	3%	nt	nt	nt	30	171
COC(=O)c1ccc(Nc2nc(C)cc(C)n2)cc1	-5%	-8	143	-11%	-4	90	94	8	143
O=C(O)c1cccc(CSc2nnc(-c3ccco3)o2)c1	-47%	-18	148	14%	6	96	90	18	148
Cc1nnc(NC(=O)c2sc3ccccc3c2Cl)s1	-38%	-9	101	-211%	-3	100	102	9	101
CN1CCN(C(=O)c2ccc(-n3cccc3)cc2)CC1	-3%	-3	122	7%	nt	nt	nt	3	122
COC(=O)Nc1c(C)n(C)n(-c2ccccc2)c1=O	3%	-19	152	-2%	-1	100	101	19	152
CCCCC(=O)NCc1ccc2c(c1)cc(C)n2C	-32%	-18	151	27%	0	89	89	18	151
Cc1ccc(S(=O)(=O)Nn2c(C)ccc2C)cc1	-28%	-20	108	-6%	9	85	75	20	108
O=[N+]([O-])c1cc([N+](=O)[O-])c(N2CCOCC2)cc1NCc1ccccc1	-11%	-16	111	-8%	nt	nt	nt	16	111
Cc1csc(SCc2c(C(=O)O)oc3ccccc23)n1	nt	-5	87	17%	14	100	86	5	87
O=C(NCCc1cccs1)C12CN(Cc3ccccc3)CC1C(c1cccc([N+](=O)[O-])c1)=NO2 (configuration not stated)	-46%	-6	191	-3%	nt	nt	nt	6	191
CC(=O)N1CCN=C1SCc1ccc(Br)cc1	1%	-8	55	2%	10	89	79	8	55
Cc1ccccc1CNCc1cccnc1	11%	-22	81	-14%	10	99	89	22	81
OCC1(C2=NOC(O)(C(F)(F)F)C2)CCCCC1 (configuration not stated)	-11%	-23	159	1%	9	112	103	23	159
CCOc1ccc(NC(=O)C2CCC(C)(C(=O)O)C2(C)C)cc1 (configuration not stated)	8%	-3	98	-6%	12	106	93	3	98
O=C(O)Cc1cc2c(s1)CCCCC2	-3%	2	152	9%	3	102	99	-2	152
CN(C)CCOCCSc1ccc(Cl)cc1	14%	-20	182	9%	nt	nt	nt	20	182
Cc1ccc(C)c(NC(=O)CC(NCCCN2CCOCC2)C(=O)O)c1 (configuration not stated)	nt	2	100	nt	-9	99	109	-2	100
COCCCn1c(SCC(=O)NC2CCCC2)nnc1-c1ccco1	-27%	-5	179	-5%	0	89	89	5	179
O=C(c1cccc(-n2cnnn2)c1)N1CC=C(c2ccccc2)CC1	-5%	-3	102	-10%	-15	90	105	3	102
COC(=O)c1ccccc1Nc1ccccc1	-5%	-2	181	-1%	-6	98	104	3	181
CCc1nnc(NS(=O)(=O)c2ccc(NS(=O)(=O)c3ccc(NC(C)=O)cc3)cc2)s1	6%	-12	171	-5%	nt	nt	nt	12	171

Copied from the list:
Reading of Cc1ccc(C)c(NC(=O)CC(NCCCN2CCOCC2)C(=O)O)c1 (configuration not stated) under MRP reversal cytotoxicity: 99
Reading of COC(=O)Nc1c(C)n(C)n(-c2ccccc2)c1=O under NFkB transloc pot cell count 2 µM: 152
Reading of Cc1nnc(NC(=O)c2sc3ccccc3c2Cl)s1 under NFkB transloc pot cell count 2 µM: 101

Additional results.
SMILES	PLAP inhibition	IL1B NFkB inh	IL1B NFkB inh cell count 2 µM	Bcl-B displacement	MRP reversal	MRP reversal cytotoxicity	MRP reversal with doxorubicin	NFkB transloc pot	NFkB transloc pot cell count 2 µM
Cc1ccc(C(=O)OCC(=O)Nc2ccccc2)cc1NC(=O)c1ccco1	22%	-5	194	8%	-16	91	107	5	194
N/C(=N\c1nc2ccccc2o1)NC(=O)c1ccccc1F	-2%	-1	163	-8%	1	75	74	1	163
Cc1onc(-c2ccccc2Cl)c1C(N)=O	8%	8	114	2%	nt	nt	nt	-8	114
Cc1ccc(-n2nc(C)cc2NC(=O)c2ccc(C)s2)cc1	-51%	-2	183	-30%	3	65	62	2	183
CC(C)Cn1c(C(C)NC(=O)Cc2ccccc2)nc2ccccc21 (configuration not stated)	-14%	-1	56	-2%	11	95	84	1	56
NC1=NS(=O)(=O)NC1c1ccc(Cl)cc1 (configuration not stated)	-19%	2	153	23%	3	106	103	-2	153
Cn1ncc([N+](=O)[O-])c1C(=O)Nc1nc2ccccc2n1CCN1CCCCC1	-59%	-7	150	5%	-4	58	62	7	150
CC1(C)CC(=O)C=C(Nc2ccc(OCC(F)(F)C(F)F)cc2)C1	17%	-9	173	-3%	-2	92	94	9	173
CCC1CCCCN1C(=O)COC(=O)c1cc2ccccc2cc1O (configuration not stated)	-7%	nt	nt	-2%	24	95	71	nt	nt
CCOc1cc2[nH]c(=S)n(CCN3CCCCC3C)c(=O)c2cc1OCC (configuration not stated)	-63%	-8	149	-2%	4	82	79	8	149
Cn1c(C(=O)NCc2ccccc2)cc2oc3ccccc3c21	-30%	-17	150	-9%	13	86	73	17	150
COC(=O)C1=C(C)N=C2SCCC(=O)N2C1c1cc(Br)ccc1OC (configuration not stated)	-31%	4	138	-1%	-11	81	92	-4	138
COc1ccc(CCNC(=O)COc2ccc(S(=O)(=O)NC3CCCCC3)cc2Cl)cc1	-53%	6	134	-11%	nt	nt	nt	-6	134
Cc1ccc(-c2noc(CCC(=O)Nc3ccccc3C)n2)cc1	22%	7	122	-9%	7	102	95	-7	122
Cc1cc(C)n(S(=O)(=O)Cc2ccccc2)n1	2%	-17	175	5%	nt	nt	nt	17	175
CCN(CC)S(=O)(=O)c1ccc(N2CCN(S(=O)(=O)c3ccccc3C#N)CC2)nc1	-8%	12	138	0%	-36	38	74	-12	138
CCC(=O)N1CCc2cc(S(=O)(=O)NC(Cc3ccccc3)C(=O)NC3CCCCC3C)ccc21 (configuration not stated)	-133%	-7	194	-8%	1	87	86	7	194
O=C(Nc1cccnc1)c1ccc2snnc2c1	-13%	-36	163	-2%	0	85	85	36	163
CCc1cc(-c2n[nH]c(=S)n2-c2ccccc2C)cs1	-24%	4	157	1%	nt	nt	nt	-4	157

Single records, as listed above. Screens in order: PLAP inhibition, IL1B NFkB inh, IL1B NFkB inh cell count 2 µM, Bcl-B displacement, MRP reversal, MRP reversal cytotoxicity, MRP reversal with doxorubicin, NFkB transloc pot, NFkB transloc pot cell count 2 µM
N/C(=N\c1nc2ccccc2o1)NC(=O)c1ccccc1F reads -2%, -1, 163, -8%, 1, 75, 74, 1, 163
CC1CN(c2c3c(nc4ncnn24)CCCC3)CC(C)O1 (configuration not stated) reads 3%, 9, 163, -3%, -1, 78, 79, -9, 163
CCc1cc(-c2n[nH]c(=S)n2-c2ccccc2C)cs1 reads -24%, 4, 157, 1%, nt, nt, nt, -4, 157
O=C(Cn1cnc2c(nnn2-c2ccccc2)c1=O)N1CCCc2ccccc21 reads 4%, nt, nt, 0%, 18, 96, 78, nt, nt
COc1ccc(/C=N/NS(=O)(=O)c2ccccc2)cc1OS(=O)(=O)c1ccccc1 reads -21%, 15, 141, -14%, nt, nt, nt, -15, 141
